Compound activity (PubChem BioAssay)
TRb-SRC2 inh: inhibitors of human thyroid hormone receptor beta-SRC2 interaction; P10828; Potency, µM (highest dose often 106 µM), without a hit: top-dose activity change, negative = inhibition, hits mostly inhibitors; TRbeta-SRC2 peptide binding, fluorescence polarization; receptor liganded with 1 µM T3; AID 1469; 0.065% of 280,000 active;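 note: plate controls were bound peptide for no effect and peptide without receptor for full effect; nearly all actives have a fitted effect of over 50% in size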
Target sequence (P10828 whole entry, looked up): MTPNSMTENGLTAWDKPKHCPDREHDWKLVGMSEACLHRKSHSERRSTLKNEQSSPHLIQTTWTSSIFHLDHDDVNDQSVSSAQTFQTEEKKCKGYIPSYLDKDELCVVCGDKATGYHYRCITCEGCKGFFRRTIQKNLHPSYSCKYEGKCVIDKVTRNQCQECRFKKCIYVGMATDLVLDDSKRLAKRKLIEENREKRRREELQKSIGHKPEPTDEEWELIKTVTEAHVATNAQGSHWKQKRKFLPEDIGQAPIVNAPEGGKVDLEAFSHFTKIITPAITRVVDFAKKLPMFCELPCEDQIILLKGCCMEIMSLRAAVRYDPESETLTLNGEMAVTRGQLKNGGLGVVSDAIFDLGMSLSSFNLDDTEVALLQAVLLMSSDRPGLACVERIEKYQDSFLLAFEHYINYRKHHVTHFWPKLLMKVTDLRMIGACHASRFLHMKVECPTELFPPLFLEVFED
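Each compound concentration gave % activity, normalized to unbound and bound Texas Red SRC2 controls, from polarization read after 5 hr ambient incubation with T3-loaded human TRb LBD.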
Tau fibril ThT: tau fibrillization inhibition (ThT binding); P10636; recombinant tau K18 P301L, heparin-induced fibrillization, ThT fluorescence; Potency, µM (doses to about 57.4 µM), for inactives: top-dose activity, negative = inhibition, most hits filed as inhibitors; 2.1% of 270,000 active; AID 1460; note: % is set by controls: 0 for no effect and ±100 for the full control effect; nearly all actives have a fitted effect of over 55% in size
Target sequence (P10636 561-689 P618L limits assumed): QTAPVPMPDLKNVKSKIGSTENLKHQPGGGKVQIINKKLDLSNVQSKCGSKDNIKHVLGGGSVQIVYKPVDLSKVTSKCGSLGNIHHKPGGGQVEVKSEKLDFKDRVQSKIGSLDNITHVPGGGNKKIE
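Using a mix of unlabeled (15 uM) and Alexa 594-labeled (0.24 uM) tau K18 P301L, heparin-triggered fibrillization over 6 hr at 37 C was scored by ThT fluorescence.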
TexasRed fluor: Texas Red fluorescence interference in TRb-SRC2 counter-screen; TRb/SRC2 Texas Red total fluorescence interference; Potency, µM (top dose mostly 106 µM), for the others: at the top dose fluorescence change, negative = quenching; 0.29% of 280,000 active; AID 1479; active = well fitted curve in either direction with a large enough effect; inconclusive = small, poorly fitted or top-dose-only effect; note: % is set by controls: 0 for no effect and ±100 for the full control effect
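Flags fluorescent or light-absorbing compounds by total fluorescence, S + 2P, at 555 nm excitation and 632 nm emission. Mixture: 20 nM Texas Red SRC2 peptide, 0.6 uM human TRb LBD, 1 uM T3, 5% DMSO; compound exposure 5 h at ambient temperature.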
L3MBTL1 block: inhibitors of human L3MBTL1 | Q9Y468 | AlphaScreen L3MBTL1–H3K9me1 peptide binding | Potency, µM (doses to about 57.1 µM), for inactives: at the top dose activity, negative = inhibition, actives largely listed as inhibitors | 0.66% of 230,000 active | AID 485360; note: % is set by controls: 0 for no effect and ±100 for the full control effect; nearly all actives have a fitted effect of over 60% in size
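AlphaScreen assay: L3MBTL1 (50 nM final) was preincubated 30 min at room temperature with biotinylated H3(1-15)K9me1 peptide (75 nM final), then 30 min with library compounds; streptavidin donor and nickel chelate acceptor beads (10 ug/mL final) added, 30 min dark.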
HTT ATP protect: protects HTT-Q103 PC12 cells, measured by ATP | PC12 HTT-Q103 induced, cytoprotection, ATP luminescence, 40 h | 0.14% of 230,000 active | Potency, µM (titrated, usually from 56.4 µM), for the others: cytoprotection (ATP increase), actives largely listed as activators;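 note: % of control where 0% means no effect; nearly all actives have a fitted effect of over 45% in size; toxic huntingtin expression switched on by the ecdysone agonist tebufenozide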
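Compounds added alongside 100 nM tebufenozide, which induces toxic Q103 huntingtin exon 1-GFP in stable PC12 cells; surviving cells quantified by luminescent ATP measurement. Medium: phenol red-free DMEM, 5% equine and 5% calf serum.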
Tau fluor counter: counter-screen for tau fibril formation inhibitors. tau K18 P301L (four-repeat tau fragment) Alexa594 fluorescence, heparin fibrillization. Potency, µM (series often up to 57.7 µM), for the others: at the top dose activity change, negative = decrease. 0.93% of 280,000 active. AID 1463; note: % is set by controls: 0 for no effect and ±100 for the full control effect; nearly all actives have a fitted effect of over 55% in size
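Human K18 P301L tau (15 uM unlabeled plus 0.24 uM Alexa 594-labeled, final) in 100 mM sodium acetate pH 7 was mixed with compound and 20 uM heparin and incubated 6 hr at 37 C.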
RECQ1 helicase: blocks DNA unwinding by human RECQ1 | P46063 | RECQ1 DNA unwinding, red fluorescence kinetic read | Potency, µM (top dose mostly 57.3 µM), for the others: at the top dose activity, negative = inhibition, usual class: inhibitors | 0.54% of 240,000 active;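 note: plate controls were vehicle for no effect and no enzyme for full effect; nearly all actives have a fitted effect of over 30% in size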
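RECQ1T1 50 nM; forked duplex (20 bp + 30-nt ss tails) 200 nM, ATP 2 mM final; pH 8.0, 2 mM MgCl2, 2.5 ug/ml poly(dI-dC); 15 min compound preincubation; discontinuous kinetic read over 2 h at RT.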
Tau fibril FP: inhibitors of human tau fibril formation; P10636; K18 P301L tau heparin fibrillization, Alexa594 FP, 6 h; Potency, µM (series often up to 57.7 µM), for the others: top-dose activity, negative = inhibition, usual class: inhibitors; 0.39% of 280,000 active; note: % is set by controls: 0 for no effect and ±100 for the full control effect; nearly all actives have a fitted effect of over 55% in size
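Quantitative HTS format: compounds meet 15 uM recombinant K18 P301L tau and Alexa 594-tau tracer in 100 mM sodium acetate pH 7; 20 uM heparin triggers fibrillization at 37 C over 6 hr; FP gives the signal.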
* hit, by the source's call; i = inactive; u = inconclusive; x = not tested or not shown; & = joins results of further samples; [ ] = dose if it differs, or a comment. Unless noted, calls come from the whole dose curve; as a rule, active = well fitted curve in the direction sought with a large enough effect; inconclusive = small, poorly fitted or top-dose-only effect, or another doubt; inactive = no such curve, though single readings can be large; an effect the other way counts as inactive or inconclusive. Potency is the fitted concentration of half-maximal effect. Not all compounds are listed (hit frequency here may not be typical).

Preview (10 entries):
SMILES | TRb-SRC2 inh | Tau fibril ThT | TexasRed fluor | L3MBTL1 block | HTT ATP protect | Tau fluor counter | RECQ1 helicase | Tau fibril FP
Cc1cc(=O)[nH]c(N/N=C/c2ccc(Cl)c([N+](=O)[O-])c2)n1 | 1% | u | -2% | 5% | 13%[10 µM] | -9% | -12% | 10%
COCCCNC(=O)C1CCCN(S(=O)(=O)c2ccc3c(c2)oc(=O)n3C)C1 (stereo unspecified) | -5% | -3% | -1% | x | x | -10% | x | -6%
O=C(NCCN1CCOCC1)C1CCN(c2nc3ccccc3o2)CC1 | -11% | -3% | 0% | 8% | 3%[0.074 µM] | -5% | i | 2%
CCCc1nnc(NC(=O)c2cc(=O)c3ccccc3o2)s1 | 8% | -9% | 5% | x | x | 1% | x | -1%
CCCCCCn1c(N2CCN(c3ccccc3)CC2)nc2c1c(=O)[nH]c(=O)n2C | -5% | -16% | -2% | -17% | -25%[0.074 µM] | -7% | 2% | -5%
O=C(Cn1ncc2c(=O)oc3ccccc3c21)NCCCN1CCCC1=O | -4% | -2% | 1% | 3% | 1%[10 µM] | -4% | -2% | -3%
CNC(=O)c1[nH]cnc1C(=O)N[C@@H](C)C(=O)OCc1ccccc1 | -3% | 3% | -5% | x | -8%[10 µM] | 0% | -5% | 0%
CCOC(=O)c1[nH]c(C)c(C(=O)NC2CCN(C(=O)OCC)CC2)c1C | -17% | 3% | 2% | 36%[activator] | 1% | -4% | i | -2%
Cc1ccc(CSc2nnc(CCNC(=O)OC(C)(C)C)o2)cc1 | 1%&8% | u | -2%&2% | 8% | 0%[10 µM] | -9%&-26% | 14% | 4%&8%
Cc1ccc(C2CC(C(F)(F)F)n3nc(C(=O)NCC4CCCO4)cc3N2)cc1 (stereo unspecified) | 0% | -10% | -4% | -2% | -7% | -6% | -2% | 7%

The whole of this part, repeating the preview:
SMILES | TRb-SRC2 inh | Tau fibril ThT | TexasRed fluor | L3MBTL1 block | HTT ATP protect | Tau fluor counter | RECQ1 helicase | Tau fibril FP
Cc1cc(=O)[nH]c(N/N=C/c2ccc(Cl)c([N+](=O)[O-])c2)n1 | 1% | u | -2% | 5% | 13%[10 µM] | -9% | -12% | 10%
COCCCNC(=O)C1CCCN(S(=O)(=O)c2ccc3c(c2)oc(=O)n3C)C1 (stereo unspecified) | -5% | -3% | -1% | x | x | -10% | x | -6%
O=C(NCCN1CCOCC1)C1CCN(c2nc3ccccc3o2)CC1 | -11% | -3% | 0% | 8% | 3%[0.074 µM] | -5% | i | 2%
CCCc1nnc(NC(=O)c2cc(=O)c3ccccc3o2)s1 | 8% | -9% | 5% | x | x | 1% | x | -1%
CCCCCCn1c(N2CCN(c3ccccc3)CC2)nc2c1c(=O)[nH]c(=O)n2C | -5% | -16% | -2% | -17% | -25%[0.074 µM] | -7% | 2% | -5%
O=C(Cn1ncc2c(=O)oc3ccccc3c21)NCCCN1CCCC1=O | -4% | -2% | 1% | 3% | 1%[10 µM] | -4% | -2% | -3%
CNC(=O)c1[nH]cnc1C(=O)N[C@@H](C)C(=O)OCc1ccccc1 | -3% | 3% | -5% | x | -8%[10 µM] | 0% | -5% | 0%
CCOC(=O)c1[nH]c(C)c(C(=O)NC2CCN(C(=O)OCC)CC2)c1C | -17% | 3% | 2% | 36%[activator] | 1% | -4% | i | -2%
Cc1ccc(CSc2nnc(CCNC(=O)OC(C)(C)C)o2)cc1 | 1%&8% | u | -2%&2% | 8% | 0%[10 µM] | -9%&-26% | 14% | 4%&8%
Cc1ccc(C2CC(C(F)(F)F)n3nc(C(=O)NCC4CCCO4)cc3N2)cc1 (stereo unspecified) | 0% | -10% | -4% | -2% | -7% | -6% | -2% | 7%
Cn1c(=O)c2c(nc(CN3CCN(Cc4ccccc4)CC3)n2Cc2ccc(F)cc2)n(C)c1=O | -7% | -7% | 3% | -5% | -7% | -7% | -14% | -3%
C[N+]1(CC(=O)NNc2c3ccccc3nc3ccccc23)CCOCC1 | 3% | u | -2% | -5% | -11% | -9% | -20% | 2%
COc1ccccc1N1C(=O)CC(Nc2ccc(N3CCOCC3)cc2)C1=O (stereo unspecified) | -14% | 28µM* | 11% | -14% | -11% | -20% | -21% | -7%
CCOC(=O)c1ccc(NS(=O)(=O)c2cc3c(cc2C)n(C)c(=O)c(=O)n3C)cc1 | 2% | -4% | 5% | x | x | 9% | x | 4%
Cc1ccc(C(=O)N(CN2CCCC2=O)c2ccccc2)cc1 | 4% | 1% | 0% | -4% | x | -2% | -1% | 3%
COc1ccc2nc(-n3c(O)c(C4=c5ccccc5=NC4=O)[nH]c3=S)sc2c1 | 15% | 2.2µM* | u | 3.2µM* | 2%[10 µM] | 8.9µM*[quencher] | -6% | u
CCC(C)c1ccc(NC(=O)CC(C)=O)cc1 (stereo unspecified) | 5% | -8% | -2% | x | -4%[10 µM] | -12% | -14% | 4%
COc1cc(/C=N/NC(=O)c2nc(-c3ccccc3)n(-c3ccccc3)n2)ccc1O | -7% | u | -3% | -14% | -1%[10 µM] | -17% | -4% | 9%
CCCOc1ccc(C(=O)CCNc2ccc(C)c(Cl)c2)cc1 | -5% | -21% | 1% | 0% | 0% | -7% | -11% | 16%
CSc1ccccc1C(=O)NC1CC2CCC1C2 (stereo unspecified) | -3% | 0% | 2% | -5% | -9%[10 µM] | 5% | -3% | 1%
O=C(Cc1ccc([N+](=O)[O-])cc1)N1CCN=C1SCc1ccccc1 | -6% | -17% | u | -3% | -18%[10 µM] | -17% | -10% | 1%
COc1cccc(-c2nc(CS(=O)(=O)c3ccccc3)no2)c1 | -17% | 2% | -2% | 7% | -9%[10 µM] | -10% | -16% | 1%
COc1ccccc1NC(=O)c1cc2ccccc2o/c1=N\O | 7% | u | -3% | 4% | -5% | -11% | -13% | 6%
O=C(c1cc2ccccc2c(=O)o1)N1CCCc2ccccc21 | 1% | 1% | -3% | -6% | -18% | 1% | -3% | -2%
O=C(Nc1ccc([N+](=O)[O-])cc1)c1cncc(Br)c1 | -6% | u | 3% | -5% | 5% | u | i | -9%
Cc1cc(N)n(-c2ccc(S(N)(=O)=O)cc2[N+](=O)[O-])n1 | -2% | u | 1% | -5% | -5% | -3% | i | 9%
CC(=O)n1cc(C2C(=O)CC(C)(C)CC2=O)c2ccccc21 | 8% | -13% | 2% | x | -1% | 2% | -9% | 5%
Cc1ccccc1-c1nc(CS(=O)CC(=O)NCc2ccccc2)c(C)o1 (stereo unspecified) | -1% | u | 0% | x | 1% | -21% | 0% | -6%
CCCCSCCCNC(=O)CN1C(=O)COc2ccc(S(=O)(=O)N3CCCC3)cc21 | -2% | -3% | 2% | x | x | -17% | x | 1%
Cc1ccc(C(=O)c2oc3ccccc3c2NC(=O)COc2ccc(Cl)c(C)c2)cc1 | 3% | 0% | -13% | x | x | -1% | x | -4%
COc1cccc(CNC(=O)CCC2CCCN(C(=O)c3cc4ccccc4o3)C2)c1 (stereo unspecified) | -1% | -6% | 0% | 4% | -75%[inhibitor] | -4% | -2% | 7%
COc1ccc2c(c1OC)C(=O)N1c3ccccc3C(=O)N(c3ccccc3)C21 (stereo unspecified) | -3% | -3% | -1% | 8%[11.4 µM] | -33% | 5% | -6% | -1%
COc1ccc(C(=O)Nn2c(SCC(=O)c3ccc(Cl)cc3)nc3ccccc3c2=O)cc1 | 0% | -10% | -1% | -5% | -85%[inhibitor] | -17% | -16% | u
C#CCOCCOCCOCCNc1nc(N2CCN(C(=O)Cn3cc(CCCN=C(N)N)nn3)CC2)nc(N2CCN(C(=O)Cn3cc(CCCN=C(N)N)nn3)CC2)n1 | -4% | -7% | -2% | -1% | x | -12% | -15% | -4%
N#Cc1c(NC(=O)Cn2cnc3ccccc3c2=O)oc(-c2ccccc2)c1-c1ccccc1 | -7% | -2% | 1% | -11% | 6%[10 µM] | u | -9% | 11%
CCOc1cc(N2CCOCC2)c(OCC)cc1NC(=O)CN1CCN(Cc2ccc3c(c2)OCO3)CC1 | -2% | -17% | 1% | 1% | -23%[10 µM] | -14% | i | 1%
CC(C(=O)NC1CCCC1)N(C(=O)CS(=O)CC(=O)Nc1ccc(F)cc1)c1ccc2c(c1)OCCO2 (stereo unspecified) | -23%[53 µM] | -1% | 0%[53 µM] | 7% | -4% | -7% | i | -5%
CC1(C)SC(=S)N(c2ccccc2)C1/[N+]([O-])=C/c1cccc([N+](=O)[O-])c1 (stereo unspecified) | -1% | -11% | 4% | 8% | 3%[10 µM] | -23% | -2% | -1%
CNC(=O)C1CCC(Cn2c(=O)c3sccc3n(CC(=O)NCc3ccccc3)c2=O)CC1 (stereo unspecified) | -1% | 5% | -2% | x | x | 6% | x | 0%
Cc1ccc(Cl)cc1N1CCN(S(=O)(=O)c2ccc3c(c2)CCN3C(=O)C2CCC2)CC1 | -1% | -7% | 0% | x | x | -8% | x | -3%
O=C(COC(=O)/C=C/c1ccc(Cl)cc1)Nc1ccccc1-c1ccccc1 | -9% | -9% | 0% | -4% | 13%[10 µM] | -4% | -1% | -9%
COc1ccc(-n2c(SC)nnc2-c2c[nH]c3ccccc23)cc1 | -3% | -5% | 1% | x | -18% | -5% | -1% | -12%
COc1cc(NC(=S)NNC(=O)C(C)(C)O)cc(OC)c1 | -2% | -6% | -1% | -17% | 12%[10 µM] | -3% | i | -12%
CC(=O)Nc1ccc(Nc2ncnc3c2c(-c2ccccc2)cn3-c2ccccc2)cc1 | -4% | -7% | -1% | x | x | u | x | u

As a short view, some entries already given:
SMILES | TRb-SRC2 inh | Tau fibril ThT | TexasRed fluor | L3MBTL1 block | HTT ATP protect | Tau fluor counter | RECQ1 helicase | Tau fibril FP
Cc1ccc(CSc2nnc(CCNC(=O)OC(C)(C)C)o2)cc1 | 1%&8% | u | -2%&2% | 8% | 0%[10 µM] | -9%&-26% | 14% | 4%&8%
Cc1ccc(C2CC(C(F)(F)F)n3nc(C(=O)NCC4CCCO4)cc3N2)cc1 (stereo unspecified) | 0% | -10% | -4% | -2% | -7% | -6% | -2% | 7%
